Assay outcomes: PubChem BioAssay, several laboratories
Anthrax LF inh2 – inhibitors of Bacillus anthracis lethal factor protease; P15917; multiplex microsphere protease cleavage assay, LF; inhibition, % at 10 µM; 360,000 compounds, 0.12% hits; AID 588501; further: plate controls were buffer without enzyme for full effect and enzyme alone for no effect
PfHsp40 rescue – rescue of PfHsp40-mediated yeast toxicity. 340,000 compounds, 0.68% hits. S. cerevisiae expressing PfHsp40, growth rescue, ATP luminescence. growth rescue, % at 12.5 µM; in the data active means growth rescue above about 28%, passing the limit was not always enough; inconclusive means no clear call, values can overlap the other calls;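 further: yeast W303a lacking pdr1 and pdr3 grown in galactose medium; growth measured after three days at 30 °C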
Y pestis TopoI – Y. pestis Topo-I inhibition via cleavage products; Y. pestis Topo-I cleavage product accumulation, plate reader; activity, % at 10 µM; 360,000 compounds, 0.064% hits; AID 504884; in the data active means activity above about 50%, passing the limit was not always enough; inconclusive means no clear call, values can overlap the other calls; further: inactives centre near 2
CCHF vOTU inh – CCHFV vOTU protease inhibition; AID 651958; 370,000 compounds, 0.55% hits; Pep-AMC fluorescence; inhibition, % at 11.5 µM; in the data active means inhibition above about 30%; further: 0% = vehicle wells with enzyme and 100% = no enzyme wells
FadD28 FP inh – blocks FadD28 binding to the bisubstrate probe. fluorescence polarization. inhibition, % at 12.5 µM. 360,000 compounds, 0.22% hits; in the data active means inhibition above about 8.5%, passing the limit was not always enough; inconclusive means no clear call, values can overlap the other calls
PrPC TRFRET – reduces human prion protein on the cell surface | cell surface PrPC, TR-FRET read-out | inhibition, % at 13.8 µM | 370,000 compounds, 0.43% hits | P04156; in the data active means inhibition above about 24%; further: 0% = median of the test wells and 100% = reference compound wells
BoNT-A LC inh2 – inhibitors of Botulinum neurotoxin A light chain protease | multiplex microsphere protease substrate cleavage, flow cytometry | inhibition, % at 10 µM | 360,000 compounds, 0.17% hits | AID 588499; further: plate controls were buffer without enzyme for full effect and enzyme alone for no effect
TcdB inh – inhibitors of Clostridioides difficile toxin B glycohydrolase | P18177 | TcdB glycohydrolase enzymatic assay, plate reader | inhibition, % at 9.99 µM | 350,000 compounds, 0.24% hits | AID 652162; in the data active means inhibition above about 10%
Target sequence (P18177 whole entry, looked up): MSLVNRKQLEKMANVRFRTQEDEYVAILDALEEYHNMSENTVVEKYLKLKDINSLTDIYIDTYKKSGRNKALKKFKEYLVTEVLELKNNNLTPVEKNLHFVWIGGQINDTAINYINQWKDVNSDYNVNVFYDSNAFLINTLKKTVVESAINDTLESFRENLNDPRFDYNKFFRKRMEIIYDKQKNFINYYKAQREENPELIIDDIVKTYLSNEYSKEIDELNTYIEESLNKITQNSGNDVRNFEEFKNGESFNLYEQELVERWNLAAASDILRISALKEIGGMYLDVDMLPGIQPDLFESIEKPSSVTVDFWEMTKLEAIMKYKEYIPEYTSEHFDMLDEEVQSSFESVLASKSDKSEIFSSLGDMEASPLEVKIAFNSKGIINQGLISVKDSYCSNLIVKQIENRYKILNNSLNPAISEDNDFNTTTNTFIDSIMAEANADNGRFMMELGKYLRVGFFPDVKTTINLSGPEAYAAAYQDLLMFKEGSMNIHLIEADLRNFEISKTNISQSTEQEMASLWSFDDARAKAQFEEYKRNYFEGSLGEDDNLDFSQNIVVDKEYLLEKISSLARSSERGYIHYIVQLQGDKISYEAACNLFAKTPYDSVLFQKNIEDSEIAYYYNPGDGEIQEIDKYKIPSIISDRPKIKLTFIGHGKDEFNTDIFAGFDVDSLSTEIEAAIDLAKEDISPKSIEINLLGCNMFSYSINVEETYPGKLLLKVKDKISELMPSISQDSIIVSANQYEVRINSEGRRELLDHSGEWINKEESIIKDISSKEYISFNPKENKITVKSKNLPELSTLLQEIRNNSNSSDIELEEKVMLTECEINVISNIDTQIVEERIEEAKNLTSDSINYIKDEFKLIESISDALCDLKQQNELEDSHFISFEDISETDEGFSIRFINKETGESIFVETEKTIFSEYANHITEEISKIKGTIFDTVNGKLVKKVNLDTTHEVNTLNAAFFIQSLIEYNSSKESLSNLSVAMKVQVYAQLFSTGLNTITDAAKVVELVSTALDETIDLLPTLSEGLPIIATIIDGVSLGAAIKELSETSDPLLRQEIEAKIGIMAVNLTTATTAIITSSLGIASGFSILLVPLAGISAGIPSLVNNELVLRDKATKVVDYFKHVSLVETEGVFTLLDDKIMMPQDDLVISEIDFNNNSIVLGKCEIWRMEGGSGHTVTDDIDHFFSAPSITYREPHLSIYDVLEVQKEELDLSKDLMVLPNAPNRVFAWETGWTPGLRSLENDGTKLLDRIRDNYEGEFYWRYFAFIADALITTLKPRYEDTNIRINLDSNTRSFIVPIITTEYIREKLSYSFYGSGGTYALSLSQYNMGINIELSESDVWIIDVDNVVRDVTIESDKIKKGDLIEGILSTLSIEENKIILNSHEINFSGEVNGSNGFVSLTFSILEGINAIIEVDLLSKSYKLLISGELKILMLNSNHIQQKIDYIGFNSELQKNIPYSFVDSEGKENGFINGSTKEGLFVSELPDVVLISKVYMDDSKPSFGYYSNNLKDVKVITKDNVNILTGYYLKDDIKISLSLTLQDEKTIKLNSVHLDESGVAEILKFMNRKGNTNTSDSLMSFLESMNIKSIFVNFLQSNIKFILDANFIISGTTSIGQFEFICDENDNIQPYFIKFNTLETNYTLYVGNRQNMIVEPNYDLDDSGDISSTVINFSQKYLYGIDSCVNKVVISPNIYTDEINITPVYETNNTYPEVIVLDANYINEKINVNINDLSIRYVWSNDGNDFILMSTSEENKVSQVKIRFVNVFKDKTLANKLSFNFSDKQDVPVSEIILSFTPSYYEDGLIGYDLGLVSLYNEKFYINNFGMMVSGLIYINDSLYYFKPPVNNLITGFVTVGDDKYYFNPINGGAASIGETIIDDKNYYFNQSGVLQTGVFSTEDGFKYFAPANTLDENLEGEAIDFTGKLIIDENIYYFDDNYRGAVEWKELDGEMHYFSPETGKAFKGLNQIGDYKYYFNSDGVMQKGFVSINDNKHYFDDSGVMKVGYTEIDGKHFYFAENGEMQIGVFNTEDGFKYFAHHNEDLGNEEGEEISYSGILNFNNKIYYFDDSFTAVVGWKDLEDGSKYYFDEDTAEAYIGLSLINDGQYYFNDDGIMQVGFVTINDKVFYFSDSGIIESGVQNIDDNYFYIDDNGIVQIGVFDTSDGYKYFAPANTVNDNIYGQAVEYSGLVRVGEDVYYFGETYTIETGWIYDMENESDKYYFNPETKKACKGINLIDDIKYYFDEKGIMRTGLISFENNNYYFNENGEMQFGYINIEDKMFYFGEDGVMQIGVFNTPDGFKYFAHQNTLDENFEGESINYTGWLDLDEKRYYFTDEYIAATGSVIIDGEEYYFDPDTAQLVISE
BoNT-F LC inh – inhibitors of Botulinum neurotoxin F light chain protease | Multiplex microsphere protease cleavage assay, flow cytometry | inhibition, % at 10 µM | 360,000 compounds, 0.22% hits | AID 588497; in the data active means inhibition above about 35%, passing the limit was not always enough; inconclusive means no clear call, values can overlap the other calls; further: plate controls were buffer without enzyme for full effect and enzyme alone for no effect
Numbers without * were called inactive; ? = inconclusive; . = no result given; & = joins results of further samples. Unless noted, no stated cut-off is given here; in the data, active means inhibition above about 30%; inconclusive means no clear call, values can overlap the other calls; inactive means below that.

SMILES	Anthrax LF inh2	PfHsp40 rescue	Y pestis TopoI	CCHF vOTU inh	FadD28 FP inh	PrPC TRFRET	BoNT-A LC inh2	TcdB inh	BoNT-F LC inh
COc1ccc(S(=O)(=O)N2CCOCC2)cc1NC(=O)CN1CCN(C)CC1	-3	-0.7	1	-8	-0.9	-2	1.2	0.9	?
CC1=NN(c2ccc(C)cc2)C(=O)/C1=C\c1ccc(Br)s1	-2	-2.0	-11	-11	0.4	-4	-0.6	1.1	-3
O=C(O)CC(C(=O)NC1CCCCC1)C1CCCO1 (stereo not given)	-1	-0.5	3	-2	-0.9	-9	2.2	.	4
NC(=O)C1CCN(C(=O)c2cn(-c3ccccc3)nc2-c2cccnc2)CC1	-1	-1.2	1	-3	-2.4	7	3.7	0.9	0
Cc1nnsc1C(=O)NC1CCCc2c1cnn2-c1ccccc1F (stereo not given)	-2	-1.5	5	-5	-0.1	8	-2.8	0.4	-6
O=C(CN1C(=O)NC2(CCc3ccccc32)C1=O)NCc1ccc(F)cc1 (stereo not given)	-3	0.2	1	-6	-1.7	-4	-1.3	1.5	-5
COC(=O)C1=C(c2ccc(F)cc2OCc2ccccc2)C[C@@H]2CC[C@H]1N2C(=O)NCc1cccc(F)c1	3	10	35	10	-1.1	2	-0.3	0.6	5
COc1cc(-c2[nH]ncc2CN2CCc3sccc3C2)cc(OC)c1OC	2	-0.6	15	-14	-1.7	6	0.5	0.1	-1
Cc1ccc(-c2n[nH]c(=O)c3ccccc23)cc1S(=O)(=O)Nc1ccccc1	-1	1.1	-10	11	-6.5	5	0.0	.	4
CCc1cccc(NC(=O)CNC(=O)N2CC(=O)Nc3ccccc32)c1	-1	-0.9	2	-16	-0.4	3	1.3	3.5	2
CCN(CC)c1ccc(/C=N/N2CCN(Cc3ccccc3)CC2)c(O)c1	-6	2.5	46	19	-2.8	3	-3.1	.	-16
O=C(CCS(=O)(=O)c1ccccc1)NC1CCCCC1	1	-1.6	-2	27	-1.7	-4	1.5	2.1	4
C[C@H]1CN([C@@H](C)CO)C(=O)CCCn2nncc2CO[C@@H]1CN(C)C(=O)Cc1ccccc1	-1	.	-1	0	-2.7	0	-0.6	0.4&0.9	0
CCOc1ccc(NCc2nnc(SCC(=O)Nc3nc(-c4ccccc4)cs3)n2-c2ccccc2)cc1	-2	-1.5	12	-16	-0.8	2	-0.7	.	-1
Cc1ccc(OCC(=O)Nc2ccc(S(=O)(=O)Nc3ccccn3)cc2)cc1C	-2	-0.8	16	-3	-3.0	1	-0.4	0.6	-2
NS(=O)(=O)c1ccc(NC(=O)CSC2=NC(=O)C(c3ccccc3)C(=O)N2)cc1 (stereo not given)	3	-0.5	-2	-3	0.9	-1	0.3	.	-7
O=C(NCc1ccccn1)Nc1ccc(Br)cc1Cl	-1	1.2	-3	11	-4.1	-3	-2.0	2.4	-11
O=C(c1ccc2c(c1)OCO2)N1CCN(c2ccccn2)CC1	-1	-1.2	5	-7	-2.6	5	-0.1	.	-2
CCN(CC)c1ccc(S(=O)(=O)N2CCCCC2)cc1NC(=O)C1CCC1	-2	-0.4	40	2	0.3	-1	4.5	-0.1	-5
COc1ccccc1CC(=O)Nc1ccc(S(=O)(=O)N2CCOCC2)cc1	4	-1.8	2	-11	-2.8	3	-4.0	1.1	-19
CCN(CC)CCOC(=O)c1cccc(OC)c1	-4	-1.1	1	-3	-0.7	-1	0.0	.	-2
COC(=O)CSc1ccc2nnc(CCNS(=O)(=O)c3ccccc3)n2n1	-6	-1.6	2	1	-4.8	1	-0.3	1.7	1
COc1ccc(N(CC(=O)N/N=C/c2cccnc2)S(=O)(=O)c2ccc(C)cc2)cc1OC	-3	0.5	21	1	-1.5	1	-0.1	0.8	0
COc1cc(/C=C(\C#N)C(=O)NCC2CCCO2)ccc1OCC(N)=O (stereo not given)	0	0.2	-7	-11	1.1	2	0.0	0.0	-3
COc1cc(C(=O)Nc2cc(C)c(OCC(=O)N3CCOCC3)c(C)c2)cc(OC)c1OC	-3	2.0	6	6	-2.5	3	-0.6	.	0
COc1ccc(CNC(=O)CSc2nnc3c(n2)[nH]c2ccccc23)cc1	16	-2.0	10	11	-0.2	-3	-1.2	-0.9	-4
Cc1ccc(SCCCn2cncn2)cc1	3	0.8	4	2	-0.1	-7	-1.1	.	-4
CC(=O)c1cccc(NC(=O)c2ccc(S(=O)(=O)N3CCCCC3)cc2)c1	-9	0.0	-1	7	0.1	10	0.0	.	-23
CN(C)S(=O)(=O)c1ccc(C(=O)OCC(=O)c2ccc(OC(F)F)cc2OC(F)F)cc1	-10	-0.9	21	5	0.0	3	0.5	.	-6
N#Cc1c(N)nc2c(c1N)CC(CO)O2 (stereo not given)	-4	0.8	-2	5	1.0	-4	-0.6	.	-7
CCOC(=O)c1ccc(N2C(=O)c3n[nH]c(C)c3C2c2ccc(OC)cc2OC)cc1 (stereo not given)	-5	2.0	-6	4	-1.7	13	-0.7	.	-5
C=CC[n+]1c(-c2ccc(OCC)cc2)csc1NNC(=O)Nc1ccccc1	-4	0.4	-3	6	0.0	-1	-0.5	.	-8
C[C@]12C=CC(=O)C=C1CCC1C2CC[C@@]2(C)C1CCC21OCCO1 (stereo not given in full)	-4	0.4	-3	8	-3.1	-1	-0.7	-0.4	-7
Cn1cc(CCNC(=O)CC2C(=O)NCCN2Cc2cccc(Oc3ccccc3)c2)cn1 (stereo not given)	-1	0.7	4	-4	-3.1	4	0.3	0.1	-6
O/N=C1/CCCCc2sccc21	.	-0.6	-3	10	-1.8	6	.	.	.
Cc1cc(C(=O)CN2CCN(CC(=O)Nc3ccc(F)cc3)CC2)c(C)n1C1CC1	-5	0.2	13	8	-1.4	-8	-0.6	2.0	3
O=C(Cn1nc(-c2ccco2)ccc1=O)Nc1cc(C(F)(F)F)ccc1Cl	2	2.5	5	9	-1.9	-3	1.9	0.1	2
CN(CCOc1ccc(Cl)cc1)C(=O)CNS(=O)(=O)c1ccc(N(C)C)c([N+](=O)[O-])c1	3	17	35	4	2.4	-12	-0.2	1.8	-4
COc1ccc(CC(N)c2csc(NC(=O)c3ccc(OC)cc3)n2)cc1 (stereo not given)	-8	.	-8	10	-5.1	-1	-0.5	-1.9	-14
CN(C(=O)c1ccccc1Br)C1CCS(=O)(=O)C1 (stereo not given)	-2	0.8	1	-10	-0.5	0	0.6	1.0	2

Single records, as listed above. Values in the order: Anthrax LF inh2, PfHsp40 rescue, Y pestis TopoI, CCHF vOTU inh, FadD28 FP inh, PrPC TRFRET, BoNT-A LC inh2, TcdB inh, BoNT-F LC inh
`CN(C(=O)c1ccccc1Br)C1CCS(=O)(=O)C1` (stereo not given) across the screens: -2, 0.8, 1, -10, -0.5, 0, 0.6, 1.0, 2
`C[C@]12C=CC(=O)C=C1CCC1C2CC[C@@]2(C)C1CCC21OCCO1` (stereo not given in full) across the screens: -4, 0.4, -3, 8, -3.1, -1, -0.7, -0.4, -7
`Cc1cc(C(=O)CN2CCN(CC(=O)Nc3ccc(F)cc3)CC2)c(C)n1C1CC1` across the screens: -5, 0.2, 13, 8, -1.4, -8, -0.6, 2.0, 3
`CN(CCOc1ccc(Cl)cc1)C(=O)CNS(=O)(=O)c1ccc(N(C)C)c([N+](=O)[O-])c1` across the screens: 3, 17, 35, 4, 2.4, -12, -0.2, 1.8, -4

(listing goes on)
SMILES	Anthrax LF inh2	PfHsp40 rescue	Y pestis TopoI	CCHF vOTU inh	FadD28 FP inh	PrPC TRFRET	BoNT-A LC inh2	TcdB inh	BoNT-F LC inh
CC(C)(C)c1ccc(S(=O)(=O)NCCOCC(F)(F)C(F)F)cc1	3	1.8	46	19	-0.3	7	0.3	2.2	-4
C=CCc1cc(Cl)ccc1OCCn1ccnc1	-7	0.2	19	-1	-0.9	-2	-1.7	1.4	3
CCOc1ccc(S(=O)(=O)n2ccc(C)n2)c2ccccc12	0	0.6	-3	3	-3.8	1	-1.3	.	-33
CC(=O)N(C(C)=O)c1c(C#N)c(C)n(-c2ccccc2)c1C(=O)c1ccccc1	1	0.3	7	6	-4.8	-5	0.0	.	-4
Nc1ncnc(N)c1NC(=O)c1ccc(OCc2ccccc2)cc1	-4	.	4	2	-3.2	6	-0.1	1.3	-4
O=C(O)CCC(=O)NC(c1ccccc1)c1ccccc1	0	4.0	16	-8	-1.7	-4	-1.2	-0.4	-6
CCCN[C@H]1CCc2nc(N)sc2C1	-4	0.4	-2	-7	-1.6	8	-0.7	1.2	-7
COc1ccccc1CNC(=O)c1ccc2nc(N3CCOCC3)sc2c1	2	0.1	22	5	-2.3	2	-0.1	0.9	-2
CN(C)/C=C/C(=C\C(=O)C(F)(F)F)Nc1ccc(C(F)(F)F)cc1	0	-0.4	-2	-12	-3.0	3	-0.4	1.5	-4
O=C(NC1CCN(S(=O)(=O)c2cccc(F)c2)CC1)c1ccc(F)cc1	5	0.5	5	-5	-3.0	-2	-3.0	1.9	3
CCOC(=O)N1CCC(=NNC(=O)c2cc3ccccc3cc2O)CC1	-2	0.1	-2	14	-2.0	-5	-1.6	.	-16
CC(NC(=O)c1ccc2c(c1)S(=O)(=O)N=C1CCCCCN12)c1ccc(S(N)(=O)=O)cc1 (stereo not given)	3	0.4	5	-6	-0.5	7	0.8	0.4	-2
CSc1nncc(-c2ccccc2)n1	-8	-0.2	2	9	-0.3	7	-0.5	1.3	1
Cc1c(Br)cc(C(=O)O)c(C)c1C	-3	1.6	-3	13	0.4	6	-2.2	.	-36
Cc1ccc(C)c(S(=O)(=O)N2CCN(C(=O)CCNS(=O)(=O)c3ccccc3)CC2)c1	0	1.2	21	8	-0.8	2	0.9	1.2	5
COC(=O)[C@@]1(Cc2ccc(OC)cc2)[C@H]2c3cc(C(=O)N4CCCC4)n(Cc4ccsc4Br)c3C[C@H]2CN1C(=O)c1ccccc1	-7	.	.	3	.	4	-1.7	1.0	0
CC(=O)N1C[C@H]2CON(C)[C@H]2C[C@H]1c1cccc(-c2ccccc2)c1	-5	-0.9	-7	6	-3.8	7	0.0	0.6	-5
CC(=O)Nc1ccc(NC(=O)C(C)Oc2ccc(C)nc2[N+](=O)[O-])cc1 (stereo not given)	4	0.7	-1	-8	-2.5	-16	-0.7	0.4	-2
CCN(Cc1cccc(OC)c1)CC1CCCN(CCc2cccc(OC)c2)C1 (stereo not given)	-2	0.6	5	-28	-4.1	6	-3.1	0.0	?
CC1(c2nnnn2Cc2ccccc2)CCC(=O)N1Cc1ccc(F)cc1 (stereo not given)	2	.	.	-4	.	2	-0.4	-0.3	8
CN1CCN(c2nc3c(c(=O)[nH]c(=O)n3C)n2CCCSc2ncccn2)CC1	-1	0.2	-14	-2	-2.0	5	0.6	.	0
Cc1ccc(NC(=O)C(=O)NCc2ccc(/C=C(/C#N)C(=O)NCc3cccnc3)o2)cc1C	2	-0.3	16	-14	-1.0	3	0.0	.	-3
Cc1cccc(C(=O)NCC(=O)N2CCCCCCC2)c1	-10	-0.1	4	-6	-0.7	-2	-0.1	1.0	-1
Cc1occc1C(=O)NNC(=O)C1CCCCC1	0	0.2	0	-6	-1.8	-3	-0.6	.	-2
CN(C)/C=C(\C=O)c1ccc(Cl)cc1Cl	1	0.4	0	-7	-2.2	6	-0.8	0.3	1
O=C1CCCN1CCC1CCN(C(=S)Nc2ccc(F)cc2)CC1	?	99*	5	-2	-0.7	0	?	.	?
CN(C)CCCN(C(=O)c1cccs1)c1nc2cc3c(cc2s1)OCO3	0	-0.1	-18	-6	-3.0	-7	-0.2	-1.6	-8
CN(CC(=O)Nc1ccc(N2CCOCC2)cc1)C(=O)c1cc(F)c(F)cc1Cl	-5	-0.1	2	-1	-2.3	0	-5.9	0.9	-2
Cc1ccc(C2OCC3(CO)COC(c4ccc(C)cc4)N23)cc1 (stereo not given)	-1	0.6	25	12	-7.3	-2	-0.6	.	-6
CC(C)S(=O)(=O)CC(=O)c1ccc(Cl)cc1	-3	-2.3	1	6	-1.6	5	-0.5	1.0	-7
OCCCNc1ncnc2c1ncn2[C@H]1CN(Cc2ccncc2)C[C@@H](CO)O1	0	.	6	-8	-0.8	1	-0.4	-1.0	-1
Cc1ccc(N(Cc2cc3ccc(C)cc3[nH]c2=O)C(=O)c2ccco2)c(C)c1	-1	0.0	20	3	-1.9	-1	-0.8	0.1	-4
Nc1ccc(C(=O)Nc2cccc3ncccc23)cc1	-14	3.8	2	-10	-2.2	-10	0.6	0.2	-9
